A3G deaminase: APOBEC3G (human) deaminase inhibition | Q9HC16 | recombinant A3G, ssDNA deamination FAM/TAMRA fluorescence | 0.28% of 330,000 active | inhibition, % at 20 µM;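 active = inhibition of at least 40% at 20 µM, with no more than 30% in the related APOBEC3A deaminase screen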;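 note: plate controls were DMSO wells with A3G for no effect and wells lacking A3G enzyme for full effect; some compounds called inactive have numbers as strong as hits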
Target sequence (Q9HC16 whole entry, looked up): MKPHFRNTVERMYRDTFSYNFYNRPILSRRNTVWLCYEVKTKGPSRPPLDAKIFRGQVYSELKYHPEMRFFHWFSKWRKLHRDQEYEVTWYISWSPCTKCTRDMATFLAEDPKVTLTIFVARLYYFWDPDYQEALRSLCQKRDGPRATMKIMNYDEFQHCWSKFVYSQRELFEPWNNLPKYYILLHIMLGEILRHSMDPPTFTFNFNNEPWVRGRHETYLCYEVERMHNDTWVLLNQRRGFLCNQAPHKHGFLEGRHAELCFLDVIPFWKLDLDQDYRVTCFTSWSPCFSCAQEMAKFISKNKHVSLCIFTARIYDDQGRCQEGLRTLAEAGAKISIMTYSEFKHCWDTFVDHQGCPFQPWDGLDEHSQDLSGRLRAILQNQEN
A3A deaminase: human APOBEC3A DNA deaminase inhibition; AID 493011; recombinant A3A, FAM/TAMRA ssDNA deamination fluorescence; inhibition, % at 20 µM; 0.41% of 330,000 active;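 active = at least 40% inhibition at 20 µM here, with at most 30% in a related deaminase screen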;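 note: plate controls were A3A with DMSO for no effect and wells lacking A3A enzyme for full effect; some results filed as inactive read as strong as hits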
SENP1 FRET inh: SENP1 (human) catalytic domain inhibition | 0.21% of 360,000 active | inhibition, % at 10 µM | Q9P0U3 | recombinant SENP1 catalytic domain, CyPet-SUMO1-YPet FRET cleavage;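 active = inhibition at least 30% at 10 µM, raw YFP signal under a set limit, fluorescence ratio 0.5 to 1.5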;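 note: 0% = enzyme with DMSO and 100% = no enzyme wells; some results filed as inactive read as strong as hits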
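Material: hSENP1 catalytic domain, recombinant; medium: Tris pH 8 with BME, BSA, NP40 and catalase; compound: single concentration of 10 µM compound, 0.5% DMSO final; technique: FRET read of cyan and yellow fluorescence; timing: 50 min enzyme reaction, room temperature, light-protected; reagent: SFCypet-SUMO1-SFYpet substrate at 25 nM; control set: no-enzyme low, enzyme-DMSO high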
mIAP act: increases mouse intestinal alkaline phosphatase activity | AID 2805 | activation factor at 10 µM | muIAP, CDP-Star luminescence, 30 min; hits give high values; 1 = vehicle-only enzyme signal, 0 = enzyme-free wells | 0.24% of 330,000 active;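 active = activation factor of at least 2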; note: the source names both 10 and 20 µM as test concentration; values of inactives mirror those of a sister screen read the other way
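System: mouse IAP enzyme. Reagent: CDP-Star chemiluminescent phosphatase substrate. Benchmarks: DMSO wells, no-enzyme wells. Times: 30 min enzyme-substrate-compound incubation at room temperature. Detection: luminescence from enzymatic CDP-Star hydrolysis. Doses: test compounds delivered from DMSO solution.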
NALP3 yeast inh: inhibitors of NALP3 inflammasome in yeast. Yeast reconstituted NLRP3/ASC/caspase-1, beta-gal luminescence, 24 h. inhibition, % at 10 µM. 0.39% of 330,000 active. AID 2825;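 active = inhibition of 50% or more; inactive = inhibition below 50%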;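 note: plate controls were induced DMSO wells for no effect and uninduced yeast grown without galactose for full effect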
hIAP act: human IAP activation | purified human IAP, CDP-Star luminescence, 30 min; hits give high values; 1 = vehicle-only enzyme, 0 = enzyme-free background | activation factor at 10 µM | 0.16% of 330,000 active;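 active = activation factor of the enzyme at least 2-fold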; note: the source names both 10 and 20 µM as test concentration; values of inactives mirror those of a sister screen read the other way
Target sequence (P09923 whole entry, looked up): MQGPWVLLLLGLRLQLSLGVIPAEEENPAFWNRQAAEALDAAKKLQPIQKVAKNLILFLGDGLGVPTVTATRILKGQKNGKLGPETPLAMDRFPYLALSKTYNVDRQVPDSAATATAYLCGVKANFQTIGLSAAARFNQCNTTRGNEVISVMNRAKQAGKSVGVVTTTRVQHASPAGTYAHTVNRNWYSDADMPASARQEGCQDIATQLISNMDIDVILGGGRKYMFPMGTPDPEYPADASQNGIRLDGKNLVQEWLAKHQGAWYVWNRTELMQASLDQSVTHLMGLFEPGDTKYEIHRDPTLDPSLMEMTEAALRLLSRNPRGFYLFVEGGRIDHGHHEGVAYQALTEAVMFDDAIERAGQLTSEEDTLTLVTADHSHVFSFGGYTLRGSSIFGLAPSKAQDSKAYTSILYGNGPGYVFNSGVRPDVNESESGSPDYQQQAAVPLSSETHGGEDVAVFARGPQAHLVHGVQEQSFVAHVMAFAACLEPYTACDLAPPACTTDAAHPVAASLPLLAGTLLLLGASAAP
mIAP inh: mouse IAP inhibition | purified mouse IAP, CDP-Star luminescence, 30 min | 0.2% of 330,000 active | inhibition, % at 10 µM;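 active = inhibition of at least 40% at 10 µM in the primary screen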;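 note: plate controls were DMSO with enzyme for no effect and no enzyme wells for full effect; values of inactives mirror those of a sister screen read the other way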
hIAP inh: human IAP inhibition; P09923; purified IAP, CDP-Star luminescence, 30 min; inhibition, % at 10 µM; 0.12% of 330,000 active;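 active = inhibition reaching a set limit with compound at 10 µM in the primary screen, cut at about 35% in these data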;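 note: plate controls were DMSO wells with enzyme for no effect and no-enzyme buffer wells for full effect; values of inactives mirror those of a sister screen read the other way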
beta cell repl: MIN6 beta-cell proliferation induction; MIN6 cells proliferation, ATPlite luminescence, 48 h; cells starved in 0.2% serum; 100% = growth in 10% serum; proliferation, % at 10 µM; 0.29% of 330,000 active; AID 2380;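 active = compounds whose signal lies at least 3.5 SD above the mean of all wells on their plate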;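 note: 0% = DMSO-treated cells in low-serum medium and 100% = 10% serum control; some compounds called inactive have numbers as strong as hits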
The depositor's hits bear a star; nt = no result given; & = joins results of further samples.

mol	A3G deaminase	A3A deaminase	SENP1 FRET inh	mIAP act	NALP3 yeast inh	hIAP act	mIAP inh	hIAP inh	beta cell repl
CC(=O)N1CCN(C(=O)c2cc(C)nc3ccccc23)CC1	-18.7	-6.5	-1.1	0.96	-4.8	0.982	4.0	1.8	1.3
COc1ccc(/C=C/C(=O)O)cc1S(=O)(=O)N1CCCc2ccccc21	2.0	11.0	-0.3	1.03	6.2	1.16	-3.3	-16.3	-1.0
CCC(=O)Nc1ccc(N2CCN(C(=O)c3ccccc3C)CC2)cc1	-3.8	-0.9	1.1	0.955	5.5	0.867	4.5	13.3	-0.2
COc1cc(N2CCCC2)ccc1C=O	-7.7	2.6	-0.7	0.945	20.0	0.817	5.5	18.3	-1.4
COc1ccc(OCC(=O)NNC(=O)Cc2coc3cc(OC)ccc23)cc1	-11.4	-1.0	2.5	0.837	3.5	1.68	16.3	-68.2	-0.4
Cc1ccc(OCc2cc(C(=O)NC(C)Cc3cnccn3)no2)cc1C (configuration not stated)	1.3	1.1	-0.5	1.03	27.3	0.95	-3.4	5.0	-1.3
CC(C)(C)c1ccc(-n2ncc3c2CCCC3NC(=O)CCCn2cncn2)cc1 (configuration not stated)	-7.6	-6.8	1.0	0.743	1.9	1.06	25.7	-5.6	-0.9
COc1ccc(N(C(=O)c2ccccc2OC(C)=O)C(C)C2CC2)cc1 (configuration not stated)	-1.5	1.8	-0.5	1	0.3	1.02	-0.5	-2.5	-1.3
CCN(CC)S(=O)(=O)c1cccc(NC(=O)c2ccc(SC)cc2OC)c1	-1.3	4.8	-0.9	0.939	-8.9	0.773	6.1	22.7	-2.5
COc1ccccc1OCCNC(=O)C(=O)c1c[nH]c2ccccc12	-1.5	1.9	3.0	0.937	16.5	0.936	6.3	6.4	-2.2
COC(=O)CSc1nc2ccc(NC(C)=O)cc2s1	2.2	0.9	1.9	0.971	17.3	0.83	2.9	17.0	-1.8
COc1ccc(-n2ccc(=O)c3c2CCCC3=O)cc1	0.1	-2.4	-13.6	0.961	-8.2	0.85	3.9	15.0	1.0
CCOc1ccc(C(=O)N[C@H](C(=O)Nc2ccc(OC)c(S(=O)(=O)N3CCOCC3)c2)C(C)C)cc1	-5.9	2.5	0.1	1.02	11.6	1.05	-1.7	-5.1	0.0
COC(=O)c1ccc(NC(=O)CCS(=O)(=O)c2ccc(Br)s2)cc1	0.1	4.0	0.8	0.924	11.1	0.993	7.6	0.7	-0.7
CCCc1nc(SCc2ccc(OCC)cc2)n[nH]1	-2.8	0.2	-0.5	1.04	37.3	1.47	-4.0	-46.7	0.9
ClCC1=Nc2ccccc2Cc2ccccc21	-2.9	1.7	-0.4	0.975	15.0	0.944	2.5	5.6	-4.2
CCCCOc1ccc(S(=O)(=O)NNC(=O)C2Cc3c(ccc4ccccc34)O2)cc1 (configuration not stated)	-3.9	1.7	2.2	1.01	-13.3	1.11	-0.6	-11.0	-5.3
Cc1cccc(NC(=O)CCN2C(=O)c3cccc([N+](=O)[O-])c3C2=O)c1	-3.0	-2.6	-2.8	1.03	2.1	1.05	-2.9	-5.2	0.3
C[C@H](NC(=O)C1CCN(S(=O)(=O)c2ccccc2)CC1)C(=O)NCc1ccc(Cl)cc1Cl	1.0	0.0	0.8	0.996	0.4	0.951	0.4	4.9	-1.8
COc1ccc(N(CC(=O)N2CCCCCC2)S(=O)(=O)c2ccc(OC)c(OC)c2)cc1	-13.2	-5.0	0.2	1.02	14.0	0.883	-2.1	11.7	0.9
O=C(/C=C/c1ccccc1)Nc1ccc(NC(=O)c2cccs2)cc1	3.2	4.5	0.0	0.958	16.8	1.03	4.2	-3.5	-0.7
CCOC(=O)N1CCC(n2c(SCC(=O)Nc3ccccc3OC)nc3ccccc3c2=O)CC1	-5.9	0.3	1.4	1.02	13.7	0.901	-1.9	9.9	-3.6
CCn1c(=O)c2sccc2n(Cc2ccccc2)c1=O	3.2	-2.6	-0.2	0.957	7.7	1.11	4.3	-11.0	0.8
CN(C)C(=O)c1ccc(-c2nnc(NCc3ccccc3)c3ccccc23)cc1	-4.5	9.0	1.5	0.959	14.3	0.965	4.1	3.5	-0.1
C[C@H]1COC(=O)CCCC/C=C\C[C@H](CC(=O)N(CCO)Cc2ccccc2)C(=O)N1	9.5	3.2	0.3	0.973	30.5	1.12	2.7	-12.1	2.2
Fc1ccccc1OCCSc1nc2ccccc2o1	6.4	-6.1	3.0	1	29.2	1.45	-0.3	-44.9	-2.0
CCn1ncc(CN2CCC(Oc3ccc(C(=O)N4CCCC4)cc3)CC2)c1C	3.7	1.8	0.3	1.07	6.5	0.997	-7.0	0.3	-1.6
Cc1ccnn1CCC(=O)N1CCCC(Nc2ccc(F)c(F)c2)C1 (configuration not stated)	-5.8	-5.0	-1.5	1.01	10.3	0.927	-0.7	7.3	-5.5
COc1cccc(/C=N/Nc2snc(SC)c2C#N)c1	-6.7	1.6	5.8	0.932	17.5	0.799	6.8	20.1	-2.3
COc1ccc(-c2noc(-c3ccccc3C(=O)NCC3CCCO3)n2)cc1 (configuration not stated)	-1.6	-0.3	0.1	1.03	25.6	0.883	-2.8	11.7	-2.9
Cc1c(C(=O)OCc2nc3scc(-c4ccccc4)c3c(=O)[nH]2)cccc1[N+](=O)[O-]	-6.1	-3.2	-1.6	0.978	12.1	0.93	2.2	7.0	0.0
Cn1c(N)c(N2CCN(c3ccccc3)CC2)c(=O)[nH]c1=O	-4.0	-2.6	-7.2	0.953	5.0	0.996	4.7	0.4	-2.1
O=C(CCCN1C(=O)c2ccccc2C1=O)NCc1cccnc1	-8.8	-3.8	0.5	0.857	6.8	0.733	14.3	26.7	-3.0
Cc1ccc(SCCC(=O)OCn2nnc3ccccc3c2=O)cc1	-4.9	-0.8	1.5	0.93	15.8	1.03	7.0	-3.2	5.5
CC1CC(C)CN(CC(=O)N2CCOCC2)C1 (configuration not stated)	-5.7	-2.0	0.3	0.989	0.2	0.927	1.1	7.3	-0.5
COc1ccc(C(=O)NNC(=O)C23CC4CC(CC(C4)C2)C3)cc1OC	-8.8	-6.3	3.0	0.966	3.5	1.12	3.4	-11.7	-0.8
CCC1Oc2ccccc2N(CC(=O)Nc2ccc3c(c2)OCCO3)C1=O (configuration not stated)	-6.5	0.6	1.4	1.14	8.2	1.06	-13.9	-6.3	-1.6
CCOC(=O)c1c(C)n(-c2ccccc2)c2ccc(O)cc12	-3.9	-1.7	1.8	1.09	0.5	1.25	-8.8	-25.0	0.8
O=C(CCSCc1ccccc1Cl)NC1CCCC1	-5.4	3.0	1.9	1.02	32.4	0.871	-2.2	12.9	0.0
CCOc1ccc(-n2c(SCC(N)=O)nc3c([nH]c4ccccc43)c2=O)cc1	-9.1	-5.6	4.4	1.05	10.2	0.888	-4.8	11.2	-2.1
CCCc1ccc(C(=O)NNC(=O)c2ccc(Br)cc2)cc1	2.5	7.9	1.2	0.983	2.3	1.23	1.7	-23.2	-4.0
O=C(CCC1CCCC1)NCCS(=O)(=O)N1CCN(c2ccccc2)CC1	-5.6	3.1	1.7	1.1	45.9	1.04	-10.2	-4.1	-2.2
COc1ccc2c(c1)CCc1c(C(=O)NCc3cccnc3)noc1-2	-3.3	-3.1	2.1	0.961	23.9	1.36	3.9	-36.3	-1.0
CC1CCCN(C(=O)C2CCN(S(=O)(=O)c3cccs3)CC2)C1 (configuration not stated)	-8.7	-2.0	2.6	1.08	4.9	1.03	-8.1	-2.6	-3.4
Nc1ccc(S(=O)(=O)O)cn1	-5.1&1.5&-5.6	-2.3&6.4&-1.9	1.8&0.0&1.3	1.05&0.979&0.918	-3.0&11.4&1.4	0.979&1.14&0.86	-5.2&2.1&8.2	2.1&-13.5&14.0	-0.8&-2.3&-0.4
COC(=O)C1=C(C(=O)OC)[C@@H]2N(C)c3ccccc3[C@@]23C[C@@H](C(=O)OC)N=C3N1	-3.9	-2.1	-2.2	0.938	13.4	1.04	6.2	-4.3	-0.7
O=C(Nc1cccc(NC(=O)c2cccs2)c1)c1ccco1	-1.6	-1.2	2.1	1.01	2.1	0.935	-1.5	6.5	0.0
COC(=O)c1sccc1NC(=O)C12CC3CC(CC(C3)C1)C2	-7.3	-2.5	-3.0	0.984	13.5	0.976	1.6	2.4	-3.5
Cc1ccc2sc(NC(=O)CSc3nc(C)cc(C)c3C#N)nc2c1	-8.7	-1.5	-25.3	1.01	51.1*	0.822	-1.2	17.8	-5.7
CN(C)c1ccc(C2/C(=C(/O)c3ccc(Br)cc3)C(=O)C(=O)N2C)cc1 (configuration not stated)	-5.3	-2.2	-1.5	1.09	27.0	0.829	-8.8	17.1	-0.5
CCN(Cc1cc2cccc(C)c2[nH]c1=O)C(=O)c1ccccc1OC	-0.1	1.9	-2.5	0.946	-4.3	1.14	5.4	-13.6	2.5
CCc1ccccc1NC(=O)CN1CCN(CC(=O)Nc2cc(C)ccc2OC)CC1	0.3	-4.2	1.2	1.06	1.3	1	-5.9	-0.1	-1.6
CC(C)C[C@H]1CN=C(N(C)C)N1CCc1cccc(F)c1	-7.1	0.8	0.1	1.1	1.5	0.956	-9.9	4.4	1.0
COc1cc(/C=N/NC(=O)C(=O)N2CCCC2)ccc1O	-2.8	-3.9	2.0	0.984	-28.1	0.759	1.6	24.1	-2.6
CCn1c(SCC(=O)Nc2ccc(NC(=O)c3ccco3)c(OC)c2)nc2ccccc2c1=O	-10.9	-5.0	3.5	0.971	-15.1	0.909	2.9	9.1	-0.3
O=c1cc(N2CCN(Cc3ccccc3)CC2)[nH]c(=O)n1-c1cccc(C(F)(F)F)c1	-1.9	-0.8	-67.7	0.891	12.1	1.13	10.9	-13.1	-0.5
COc1ccc(C(=O)NNC(=O)c2cc(C)nc3ccccc23)cc1	-6.7	-4.8	1.5	0.991	5.8	1.03	0.9	-3.3	0.0
COc1cc(C2CC(=O)NC(SCC(=O)Nc3ccccc3C)=C2C#N)ccc1O (configuration not stated)	-5.1	-4.5	2.7	0.988	6.1	1.01	1.2	-0.8	0.0
COc1ccc(S(=O)(=O)N(CC(=O)N/N=C/c2ccccc2C(=O)O)c2ccccc2OC)cc1	1.1	-0.7	-0.1	1.04	-14.8	0.986	-4.0	1.4	-1.9
CCOC(=O)C1Nc2c(F)cc(C)cc2C2C=CCC12 (configuration not stated)	10.9	-3.0	nt	0.97	13.3	0.972	3.0	2.8	-9.0
Cc1ccc(-c2nc(N)sc2CC(=O)OCC(=O)N2C(C)CCCC2C)cc1 (configuration not stated)	-6.1	4.2	-7.1	0.808	4.5	0.887	19.2	11.3	-1.8

Screens as filed in PubChem.

An excerpt; the hit share may differ from the screen's.
